Source: PubChem
CCT chaperon mod – changes cytosolic chaperonin activity; activity change, % (no concentration beside the values), hits read low; AID 651819; hit rate 0.3% among 360,000; purified chaperonin ATPase assay, HTRF ADP detection, 30 min; in the data active = activity change below about -30%; also: % is scaled to controls: 0 for no effect and ±100 for the full control effect
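TRiC at 40 or 20 nM final (batch-dependent) in 30 mM Tris pH 7.4, 100 mM KCl, 5 mM MgCl2, 1 mM DTT, with compound at single 76 uM and 10 uM ATP, 30 min at 37 deg C. ADP detected by HTRF Transcreener, 665/615 ratio.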
A549 tox – A549 cytotoxicity, counter-screen for Nrf2 inhibitors | AID 504648 | A549 ARE-Fluc cells, CellTiter-Fluor viability, 18-24 h | Potency, µM (doses to about 46 µM), without a hit: top-dose activity change, negative = cytotoxicity, hits mostly inhibitors | hit rate 0.16% among 390,000; also: potency is read from the fitted curve at half-maximal effect; % is scaled to controls: 0 for no effect and ±100 for the full control effect
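Cytotoxicity counterscreen: CellTiter-Fluor fluorescence was measured in A549 ARE_Fluc cells after 18-24 h of compound exposure in a concentration series. The subsequent BugLite luminescent read reports ARE-luciferase activity.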
S2 tox – viability counter-screen for ATXN expression inhibitors; S2 cells (HEK-293 line with an ATXN2-luciferase reporter) viability, CellTiter-Fluor protease fluorescence, 24 h; Potency, µM (top dose mostly 56.7 µM), most hits filed as cytotoxic; hit rate 0.49% among 400,000; AID 651635; also: potency is read from the fitted curve at half-maximal effect; nearly all actives have a fitted effect of over 40% in size
Akt phos inh – Akt phosphorylation inhibition; activity change, % for hits at 50 µM; AID 651550; hit rate 0.32% among 360,000; Neuro2A IGF-stimulated pAkt S473 HTRF, 20 min; stronger effect = lower value; in the data active = activity change below about -80%; inconclusive = mostly about -51% to -80%; also: % is scaled to controls: 0 for no effect and ±100 for the full control effect
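Neuro2A cells (4,500/well, DMEM with 0.5% FBS) were treated with compound at a single 50 µM final concentration, stimulated with 6 nM IGF for 20 min at 37 °C, and lysed. Phospho-Akt Ser473 was read by HTRF as 665/615 ratio ×10^4.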
Mm-Cpn inhibitor – blocks the Methanococcus maripaludis chaperonin Mm-Cpn; purified Mm-Cpn ATPase, ADP Transcreener TR-FRET; Potency, µM (highest dose often 76.9 µM), inactives show top-dose activity, negative = inhibition, usual class: inhibitors; hit rate 0.031% among 330,000; AID 504842; also: potency is read from the fitted curve at half-maximal effect; % is scaled to controls: 0 for no effect and ±100 for the full control effect; nearly all actives have a fitted effect of over 80% in size
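Measured: ADP formation by purified Mm-CPN. Conditions: 25 nM protein, 10 uM ATP, Tris pH 7.4 with Mg2+, K+ and DTT, 37°C for 30 min. Detection: Transcreener HTRF after 30 min at room temperature.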
TGFb SMAD3 inh – inhibitors of TGF-b signaling; HepG2 CAGA-GFP TGF-b/SMAD3 reporter, GFP fluorescence, 18 h; TGF-beta stimulated, 500 pg/mL final; Potency, µM (titrated, usually from 46.1 µM), inactives show at the top dose activity, negative = inhibition, actives largely listed as inhibitors; hit rate 1.2% among 410,000; also: potency is read from the fitted curve at half-maximal effect; % is scaled to controls: 0 for no effect and ±100 for the full control effect; nearly all actives have a fitted effect of over 65% in size
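Using HEPG2 CAGA-GFP reporter cells at 1000 cells/well, we pinned test compounds, stimulated with recombinant TGF-beta (500 pg/mL final) and measured total well GFP after 18 h.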
Nrf2 inh – blocks Nrf2 signaling | hit rate 2.1% among 360,000 | AID 504444 | A549 ARE-Fluc reporter, luciferase luminescence, 18-24 h | Potency, µM (doses to about 46 µM), for the others: at the highest dose activity change, negative = inhibition, most hits filed as inhibitors; also: potency is read from the fitted curve at half-maximal effect; % is scaled to controls: 0 for no effect and ±100 for the full control effect; nearly all actives have a fitted effect of over 60% in size
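Reporter: ARE-Fluc in A549. Exposure: 18-24 h, 37 °C, 5% CO2, 5% FBS OPTI-MEM. Readouts: fluorescent cytotoxicity (CellTiter-Fluor), then luminescent Nrf2 signal after BugLite.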
Nrf2 activator – activators of Nrf2 (ARE) signaling | hit rate 0.31% among 410,000 | AREc32 ARE-luciferase reporter (MCF7-derived line), luminescence, 24 h | Potency, µM (top dose mostly 46.1 µM), inactives show top-dose activation, actives largely listed as activators | AID 624171; also: potency is read from the fitted curve at half-maximal effect; % of control where 0% means no effect; nearly all actives have a fitted effect of over 65% in size
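AREc32 cells carrying an ARE-driven firefly luciferase, 1000 cells/well in OPTI-MEM with 5% FBS, dosed after overnight attachment and incubated 24 hr at 37 deg C. Steady-Glo luminescence read after 30 min at RT.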
HepG2 tox – counter-screen for TGF-b inhibitors: cytotoxicity in HepG2 cells | HepG2 CAGA-GFP viability, ATP luminescence, 18 h | Potency, µM (top dose mostly 46.1 µM), inactives show at the highest dose activity change, negative = cytotoxicity, most hits filed as cytotoxic | hit rate 0.76% among 410,000; also: potency is read from the fitted curve at half-maximal effect; some results filed as inactive show a strong effect at the top dose
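CellTiter-Glo luminescence gave cytotoxicity after 18 hours at 37 degrees C. The cells were HepG2 CAGA-GFP in 1% FBS DMEM, stimulated with 500 pg/mL TGF-beta after compound addition. %Activity was normalised to no-cell wells (complete cell-killing) and DMSO (no toxicity), and curves were fitted and classified.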
An asterisk follows results filed as active; i = inactive; ? = inconclusive; . = no result given; [ ] = dose if it differs, or a comment. Unless noted, calls follow the shape of the dose curve; as a rule, active = well fitted curve in the direction sought with a large enough effect; inconclusive = small, poorly fitted or top-dose-only effect, or another doubt; inactive = no such curve, though single readings can be large; an effect the other way counts as inactive or inconclusive. Outcome played no part in choosing rows. About 4.4% of those tested had a hit in this group.

SMILES	CCT chaperon mod	A549 tox	S2 tox	Akt phos inh	Mm-Cpn inhibitor	TGFb SMAD3 inh	Nrf2 inh	Nrf2 activator	HepG2 tox
CC(O)[C@@H](NC(=O)C1CCC(CNC(=O)[C@H](Cc2ccccc2)NC(=O)OC(C)(C)C)CC1)C(=O)O (stereo partly specified)	0.4	-4%	i	i	1%	9%	-4%	-0.4%	10%
Cc1c(NC(=O)COc2cccc(F)c2)c(=O)n(-c2ccccc2)n1C	-6.4	2%	i	i	-2%	-5%	-1%	-0.1%	-6%
COc1ccccc1NC(=S)N(Cc1ccccc1)Cc1ccccn1	-1.5	1%	i	i	-1%	3%	?	-1.4%	-22%
CN(Cc1cccs1)C(=O)C1CCN(S(=O)(=O)c2ccccc2)CC1	-3.6	0%	i	i	0%	5%	-1%	0.3%	-10%
CC1CCN(S(=O)(=O)c2ccc(-c3nnc(SCc4cccnc4)o3)cc2)CC1	0.0	?	i	i	0%	11%	13%	0.1%	2%
COc1cc(OC)cc(-c2c(-c3cccs3)c3cc(-c4cccc5[nH]ccc45)ccc3n2C)c1	2.9	-8%	i	i	?	14%	-32%	0.2%	-3%
Cc1ccc(C(=O)NC2(C(F)(F)F)N=C(c3ccccc3)N(Cc3ccccc3)C2=O)cc1 (stereo unspecified)	.	-8%	i	.	.	-2%	8%	3.2%	-8%
CCc1ccc(OCC(=O)Nc2ccc(-c3cc4ccccc4oc3=O)c(OC)c2)cc1	1.1	-9%	?	i	-15%	?	0%	5.2%	-5%
c1ccc(-c2nnc(SCc3nnc(-c4cccs4)o3)o2)cc1	-3.6	2%	i	i	-2%	2%	-1%	11%	-22%
COc1ccc(S(=O)(=O)N2CCCCCC2)cc1C(=O)OCC(=O)NC1CCS(=O)(=O)C1 (stereo unspecified)	-0.4	0%	i	i	3%	-15%	4%	0.4%	-2%
CC(=O)Nc1ccc(S(=O)(=O)NCc2cn3c(C)csc3n2)cc1	-2.6	-2%	i	i	1%	1%	15%	0.0%	-2%
COc1ccc2sc(N(Cc3cccnc3)C(=O)COc3ccccc3)nc2c1	.	9%	.	.	.	-24%	.	6.6%	-5%
Cc1ccc(OCC(=O)Nc2cccc(S(=O)(=O)N3CCOCC3)c2)c([N+](=O)[O-])n1	2.3	-6%	i	i	0%	-2%	-11%	-0.2%	2%
CC(C)CN(C(=O)COC(=O)c1ccc(Br)o1)c1c(N)n(Cc2ccccc2)c(=O)[nH]c1=O	-1.2	-10%	i	i	1%	-15%	1%	-0.4%	-17%
Cc1cc(C)cc(NC(=O)C2CCCN(S(=O)(=O)c3ccc4[nH]c(=O)ccc4c3)C2)c1 (stereo unspecified)	0.8	-2%	i	i	-2%	7%	8%	-1.1%	-27%
Cc1cccc(C)c1OCc1nc2c3c(-c4ccccc4)c(-c4ccccc4)oc3ncn2n1	.	2%	.	.	.	1%	2%	0.4%	1%
O=[N+]([O-])c1ccc(CN2CCN(c3nc4ccccc4s3)CC2)cc1	1.0	1%	i	i	2%	-10%	2%	0.0%	-41%
COc1ccc(N2CCN(C(=O)CNC(=O)c3nn(-c4ccc(OC)cc4)c(=O)c4ccccc34)CC2)cc1	-0.6	-8%	i	i	1%	-2%	-5%	1.7%	0%
COc1ccc(C(=O)NNC(=O)c2cccc(F)c2)cc1	-0.8	?	i	i	-1%	-1%	-14%	-0.2%	-20%
CCc1cc(C(=O)Nc2c(C)nn(Cc3ccccc3Cl)c2C)no1	.	-4%	i	.	.	10%	-4%	-0.8%	2%
Cc1ccc([C@@H]2CC=C(C(=O)O)[C@H](c3ccc(Br)cc3)N2S(=O)(=O)c2ccc(C)cc2)cc1	0.7	-8%	i	i	-7%	?	?	3.3%	-14%
O=C(c1ccc(OC(F)(F)F)cc1)c1ncc[nH]1	-2.1	5%	i	i	0%	-1%	?	12%	-4%
CCOc1ccc(N(Cc2ccccc2)C(=O)c2nc(S(C)(=O)=O)ncc2Cl)cc1	.	?	.	.	.	4µM*	?	?	3.5µM*
O=C(NCc1ccccc1F)C1CCN(C(=O)NCc2ccccc2)CC1	-1.6	-9%	i	i	1%	2%	-12%	0.2%	-7%
OCCC1CN(Cc2cccn2-c2nccs2)CCN1Cc1ccccc1 (stereo unspecified)	-3.6	-3%	i	i	-3%	-8%	8%	12%	-3%

(more compounds)
SMILES	CCT chaperon mod	A549 tox	S2 tox	Akt phos inh	Mm-Cpn inhibitor	TGFb SMAD3 inh	Nrf2 inh	Nrf2 activator	HepG2 tox
S=C(NCCc1ccccc1)Nc1ccc(Cl)cc1Cl	1.4	0%	i	i	4%	?	-14%	3.7%	-32%
COc1ccc(C(=O)NNC(=O)c2cc(C)[nH]n2)cc1	-0.2	0%	i	i	0%	-24%	1%	-0.4%	2%
COc1cccc2[nH]c3c(N4CCc5ccccc5C4)ncnc3c12	1.1	?	i	i	3%	19%	?	2.8%	0%
COc1ccc(NS(=O)(=O)c2ccc(SC)cc2)c(OC)c1	-1.7	1%	i	i	1%	4%	-4%	-0.4%	-20%
COc1ccc(-c2n[nH]c3c2C(c2ccc(Cl)cc2Cl)NC3=O)cc1 (stereo unspecified)	.	0%	?	.	.	?	?	-1.1%	-78%
COc1cc2nc(CSc3nc(-c4ccc(F)cc4)cs3)[nH]c(=O)c2cc1OC	-6.4	-5%	?	i	-2%	21%	?	1.8%	0%
COc1cc(OC)c(NC(=O)c2ccoc2C)cc1Cl	-1.6	-5%	i	.	-3%	-2%	.	2.8%	-10%
CCOC(=O)c1cc2c(ccc3ccccc32)oc1=O	0.5	-8%	?	i	-3%	-4%	?	8.5%	-11%
CCOc1cc(C(=O)N2CCc3c([nH]c4ccccc34)C2c2ccccc2)cc(OCC)c1OCC (stereo unspecified)	.	-23%	.	.	.	-12%	.	-1.2%	-19%
O=C(NC(Cc1ccccc1)C(=O)O)/C(=C/c1ccc([N+](=O)[O-])cc1)NC(=O)c1ccccc1Br (stereo unspecified)	0.7	-3%	i	i	1%	-22%	6%	0.4%	-1%
CCOC(=O)N1CCN(C(=O)CSc2nnc(Cc3cccn3C)n2CCc2ccccc2)CC1	-0.7	-1%	i	i	0%	?	10%	-0.3%	-9%
COc1ccccc1CNC(=O)CSc1ccc(-c2cccc([N+](=O)[O-])c2)nn1	-1.4	1%	i	i	1%	-1%	1%	-0.1%	1%
CC(CCc1ccccc1)NC(=O)Cn1ncc2c3ccccc3n(Cc3cccc(Cl)c3)c2c1=O (stereo unspecified)	.	7%	i	.	.	6%	1%	0.3%	4%
Cc1snc(SCC(=O)c2ccc(F)cc2)c1C#N	0.6	-6%	.	i	-6%	-40%	?	12%	0%
CCNc1c(NC(=O)c2cc(OCC)c(OCC)c(OCC)c2)c(=O)oc2ccccc12	.	0%	i	.	.	-14%	-2%	-0.3%	-11%
O=C(CSc1cn(CC(=O)N2CCOCC2)c2ccccc12)Nc1ccccc1F	.	8%	.	.	.	-12%	-1%	-0.2%	1%
O=C(Nc1c(F)cccc1F)C1CCN(C(=O)c2cccs2)CC1	-1.1	3%	i	i	6%	16%	-22%	-0.1%	-20%
CC(=O)c1c(C)[nH]c(C(=O)CN2C(=O)NC(CCc3ccccc3)C2=O)c1C (stereo unspecified)	-0.1	1%	i	i	0%	32%[activator]	?	2.9%	0%
COc1ccc(N2C(=O)CSC23C(=O)N(Cc2cccc(F)c2)c2ccccc23)cc1Cl (stereo unspecified)	.	-10%	?	.	.	1%	?	-0.7%	-13%
CCC(=O)N(c1nnc(SCC(=O)c2ccc[nH]2)s1)C1CC1	-4.3	-4%	i	i	-1%	-13%	7%	3.8%	-1%
Cc1ccc(S(=O)(=O)Nc2c(C)n(C)n(-c3ccccc3)c2=O)c(C)c1	0.4	-11%	?	i	-5%	4%	-4%	0.2%	7%
COc1ccc(CNC(=O)C2CCN(S(=O)(=O)c3ccc(-c4nn[nH]n4)cc3)CC2)cc1	1.3	-4%	i	i	0%	19%	13%	-0.3%	-3%
CCCCN(C(=O)c1ccc(N2CCCC2=O)cc1)c1c(N)n(CCC)c(=O)[nH]c1=O	3.1	15%	i	i	0%	3%	1%	0.0%	-9%
CCOC(=O)c1ccc(NC(=O)c2cc(C)nc3ccccc23)cc1	5.4	4%	i	i	2%	9%	-1%	-0.4%	7%
OC(CNCc1ccco1)Cn1c2ccc(Br)cc2c2cc(Br)ccc21 (stereo unspecified)	0.8	?	?	i	-2%	?	?	6.7%	-90%
CC1Cc2ccccc2N1Cc1nc2scc(-c3cccs3)c2c(=O)[nH]1 (stereo unspecified)	-0.5	-1%	i	i	-12%	-2%	8%	-0.3%	11%
COc1cc2c(C(=O)NC3CCCCCC3)cn(C)c(=O)c2cc1OC	3.1	0%	?	i	0%	27%	.	0.0%	0%
O=C(CSc1ncn[nH]1)NCCCc1ccccc1	0.1	3%	i	i	2%	18%	.	4.2%	-3%
Cc1cccc(-n2c(C)n[nH]c2=S)c1	-4.1	0%	i	i	-7%	-24%	4%	-0.8%	-10%

Part of the list above, showing only S2 tox and HepG2 tox.
SMILES,S2 tox,HepG2 tox
COc1cc(OC)cc(-c2c(-c3cccs3)c3cc(-c4cccc5[nH]ccc45)ccc3n2C)c1,i,-3%
Cc1ccc(C(=O)NC2(C(F)(F)F)N=C(c3ccccc3)N(Cc3ccccc3)C2=O)cc1 (stereo unspecified),i,-8%
CCc1ccc(OCC(=O)Nc2ccc(-c3cc4ccccc4oc3=O)c(OC)c2)cc1,?,-5%
